Screening results from PubChem BioAssay.
Growth percent in the NCI-60 one-dose screen (48 h, 10 µM unless noted): 100 = growth as untreated, 0 = no growth, -100 = all killed.
SNB-19 = SNB-19 CNS cancer cells; hit rate 2.5% among 81,000
SF-295 = SF-295 CNS cancer cells. hit rate 5.6% among 79,000. AID 1794758
SF-268 = SF-268 CNS cancer cells; hit rate 3.1% among 82,000
DU-145 = DU-145 prostate cancer | hit rate 4.2% among 81,000
SF-539 = SF-539 CNS cancer; hit rate 6.8% among 81,000; AID 1794752
U251 = U251 CNS tumor cells; hit rate 5.4% among 80,000; AID 1794753
PC-3 = PC-3 prostate cancer cells | AID 1794754 | hit rate 3.9% among 80,000
OVCAR-8 = OVCAR-8 ovarian cancer | AID 1794782 | hit rate 4.4% among 81,000
* hit, by the source's call; · = not tested or not shown; & = joins results of further samples; [ ] = remark or other dose. Rule for the calls: active = growth percent below 10; inactive = the rest.

(1) Cc1nc2ncccc2c(=O)n1-c1ccc(S(N)(=O)=O)cc1
(2) CCCCCCCC/C=C\CCCCCCCCOc1ccccc1CCOP(=O)(O)OCC[N+](C)(C)C
(3) CC(=O)Nc1ccccc1SSc1ccccc1NC(C)=O
(4) CC1(C)[C@@H](O)CC[C@]2(C)[C@H]3CC[C@@H]4[C@H]5[C@H](c6cn(-c7ccccc7)nn6)CC[C@]5(CO)CC[C@@]4(C)[C@]3(C)CC[C@@H]12
(5) COc1ccc(CN=Cc2cc(C(C)(C)C)cc(C(C)(C)C)c2O)cc1
(6) Cc1[nH]c2ncnc(Oc3ccc(NC(=O)Nc4ccc(Cl)c(C(F)(F)F)c4)cc3)c2c1C
Assay by compound,1,2,3,4,5,6
SNB-19,102,20,95,93,32,73
SF-295,103,69,105,86,43,62
SF-268,101,45,107,77,36,53
DU-145,108,87,110,95,52,66
SF-539,97,85,99,93,54,56
U251,96,13,97,90,19,53
PC-3,77,0.7*,92,53,19,35
OVCAR-8,98,60,104,85,31,52

(7) Cc1nnc2c(N3N=C(C(=O)O)CCC3=O)nc3ccccc3n12
(8) CCCCNc1cc(-c2cn[nH]c2-c2cc(C)cc(OC)c2)nc(-c2cccnc2)n1
(9) CC1=C([Se]CC(OC(=O)CC[Se]c2ccccc2)C(=O)NCCCCCC(=O)OCc2ccccc2)C(=O)c2ccccc2C1=O (stereo unspecified)
(10) CC(=O)Nc1nc2c(c(N)c1C#N)C(c1cccc(Br)c1)C1=C(CC(C)(C)CC1=O)N2c1sc2c(c1C#N)CCCC2 (stereo unspecified)
(11) COc1cccc(CC(C)=C(c2ccc(OCCN3CCOCC3)cc2)c2ccc(OCCN3CCOCC3)cc2)c1
(12) O=S(=O)(Nc1ccc(Cl)c(F)c1)c1ccc(-c2cnc(C3CC3)o2)cc1
Assay by compound,7,8,9,10,11,12
SNB-19,95,96,31,56,101,45
SF-295,94,92,-7.9*,49,95,10
SF-268,103,98,4.5*,58,89,52
DU-145,107,94,22,66,108,17
SF-539,96,82,15,47,84,-16*
U251,101,87,13,38,75,·
PC-3,93,81,31,15,75,30
OVCAR-8,94,80,11,39,92,25

(13) COc1ccc(Cc2nnc(NC(=O)C(N)Cc3ccccc3)s2)cc1 (stereo unspecified)
(14) C=C[C@]1(C)C=C2C(=O)[C@@]3(O)OC(=O)[C@@]4(CCCC(C)(C)[C@H]34)[C@@]2(O)CC1
(15) O=C(O)CSc1cc(Cl)ccc1Cl
(16) COCCOCCOCc1n(Cc2ccc3ccccc3n2)c2ccccc2[n+]1Cc1ccc2ccccc2c1
(17) Nc1nc(=O)[nH]c(N)c1N
(18) COC(=O)[C@]1(C(C)C)N[C@H](c2cn(-c3ccccc3)nc2-c2ccccc2)[C@@H]2C(=O)N(c3ccc(Cl)cc3)C(=O)[C@@H]21
Assay by compound,13,14,15,16,17,18
SNB-19,108,26,101,12,109,99
SF-295,115,-17*,103,-12*,98,106
SF-268,95,-67*,102,20,94,91
DU-145,99,-99*,103,25,110,111
SF-539,96,-98*,97,16,101,·
U251,109,-94*,93,12,112,97
PC-3,96,-75*,95,5.7*,109,90
OVCAR-8,110,-57*,96,9.3*,108,·

(19) CCOc1ccc(/C=C2\N=C(C)N(CCc3ccc(S(N)(=O)=O)cc3)C2=O)cc1
(20) COc1cc(N)c2ncccc2c1SC
(21) CCN1CCN(c2cc(C)nc(N(CCNc3ccnc4cc(Cl)ccc34)Cc3ccc4c(c3)OCO4)n2)CC1
(22) CCN(CC)CCCNc1ccc(N)cc1
(23) CC1(C)CC[C@]23CC[C@]4(C)[C@H](CC[C@@H]5[C@@]6(C)C/C(=C/c7cccnc7)C(=O)C(C)(C)[C@@H]6CC[C@]54C)[C@H]2[C@H]1OC3
(24) O=C1c2cccc(Cl)c2C(=O)c2cccc(Cl)c21
Assay by compound,19,20,21,22,23,24
SNB-19,94,99,30,113,91,100
SF-295,99,109,-64*,125,96,93
SF-268,108,91,7.1*,104,87,99
DU-145,111,104,27,114,95,106
SF-539,100,114,-71*,103,94,92
U251,101,102,-50*,105,85,98
PC-3,95,101,20,92,73,99
OVCAR-8,111,98,3.1*,101,90,108

(25) CCOC(=O)C1=C(c2ccccc2)N=C2SC=C(c3ccc(Cl)cc3)N2C1c1ccc(Cl)cc1 (stereo unspecified)
(26) N#CC1=C(N)Oc2c(ccc3ccccc23)C1c1ccc([N+](=O)[O-])cc1 (stereo unspecified)
(27) COc1ccc2nc3ccccc3c(NCc3ccc(C)cc3)c2c1
(28) O=C(CCC(C(=O)c1ccccc1)c1ccccc1)c1ccccc1 (stereo unspecified)
(29) O=S(=O)(OCCCOS(=O)(=O)c1ccc(Cl)cc1)c1ccc(Cl)cc1
(30) Nc1cccc(C(=O)Nc2ccc3c(O)cc(S(=O)(=O)O)cc3c2)c1
Assay by compound,25,26,27,28,29,30
SNB-19,83,88,29,90,94,103
SF-295,89,76,24,37,103,86
SF-268,79,80,48,85,95,109
DU-145,88,90,22,86,60,120
SF-539,93,88,11,100,89,101
U251,81,90,15,90,103,105
PC-3,41,65,11,55,86,93
OVCAR-8,79,93,29,95,84,124

(31) Cc1[nH]cnc1/C=C1\SC(N2CCCCC2)=NC1=O
(32) COc1ccc(/C=C2\SC(=O)N(CCN(C(C)C)C(C)C)C2=O)cc1
(33) C=C1CC[C@@H]2[C@]3(C)COC(c4ccccc4)O[C@@H]3CC[C@@]2(C)[C@@H]1CC(O)C1=CCOC1=O (stereo partly specified)
(34) CCOC(=O)c1nc2ccccc2[nH]c1=O
(35) C[C@H]1CC2C3CCC4=CC(=O)C=C[C@]4(C)[C@@]3(F)[C@@H](O)C[C@]2(C)[C@@]1(O)C(=O)COP(=O)(O)O (stereo partly specified)
(36) COc1ccc(-c2nc(-c3ccc(-c4nc5ccc(F)cc5[nH]4)cc3)no2)cc1
Assay by compound,31,32,33,34,35,36
SNB-19,102,102,97,105,100,98
SF-295,130,106,107,94,117,91
SF-268,114,102,99,104,93,107
DU-145,125,109,100,106,102,108
SF-539,100,97,96,94,85,107
U251,108,106,100,98,98,88
PC-3,106,86,95,83,88,88
OVCAR-8,105,110,79,99,87,92

(37) O=[N+]([O-])c1cccc(-c2csc(Nc3nc(-c4cccnc4)nc(C(Cl)(Cl)Cl)n3)n2)c1
(38) O=C(NNC(=O)c1ccc2ccccc2c1)c1cccc(Br)c1
(39) CSC1=NC2C(N(C)C(=O)N2c2ccccc2)N1/N=C/C=C/c1ccccc1 (stereo unspecified)
(40) COc1ccc(-c2nc3ccc(-c4nnc(SCC(=O)Nc5ccc(C(C)=O)cc5)o4)cc3[nH]2)cc1OC
(41) CC(=O)Nc1nc(C)c(C(=O)NNC(=S)NCc2ccccc2)s1
(42) CCCN(CCC)CCCOC(=O)c1ccc(N)cc1
Assay by compound,37,38,39,40,41,42
SNB-19,100[3.3 µM],99,90,106,97,105
SF-295,94[3.3 µM],75,101,95,89,96
SF-268,94[3.3 µM],108,101,108,77,106
DU-145,109[3.3 µM],110,104,112,93,104
SF-539,97[3.3 µM],104,95,93,86,97
U251,98[3.3 µM],100,100,111,93,98
PC-3,90[3.3 µM],92,85,96,84,95
OVCAR-8,102[3.3 µM],94,91,107,100,104

(43) COc1ccc(-c2c3ccccc3c(OC(C)=O)c3cc(OC)ccc23)cc1
(44) Cc1nc2ccccc2c(C(=O)O)c1O
(45) CCOC(=O)c1c(Nc2ccccc2)nn2c(-c3ccc(Cl)cc3)ccnc12
(46) O=S1(=O)OC2(CCCCC2)c2ccccc21
(47) Oc1c(I)cc(I)cc1CNCCCN(Cc1ccccn1)Cc1ccccn1
(48) C1NNCC12CNNC2
Assay by compound,43,44,45,46,47,48
SNB-19,102,93,72,103,2.7*,98
SF-295,95,·,78,118,-84*,114
SF-268,104,110,77,89,-27*,111
DU-145,106,127,79,108,-46*,122
SF-539,97,98,72,104,-88*,121
U251,89,103,81,94,-13*,107
PC-3,53,104,81,99,-55*,106
OVCAR-8,86,102,81,98,-11*,103

(49) COc1ccc2[nH]c(=O)c(C3C4=C(CC(C)(C)CC4=O)Nc4nc(N)nc(N)c43)cc2c1 (stereo unspecified)
(50) O=C1C=C(O)c2ccccc2C1=O
(51) CN(C)C(=O)OC/C=C/c1ccccc1
(52) O=C(/C=C(O)/C=C/c1ccc(F)c(F)c1F)/C=C/c1ccc(F)c(F)c1F
(53) COC1=CC(c2ccc[nH]2)=N/C1=C\c1[nH]c(C)c(CC(=O)OCc2ccccc2)c1CCC(=O)OCc1ccccc1
(54) Nc1ncnc2c1ncn2C1CC(O)C(CO)O1 (stereo unspecified)
Assay by compound,49,50,51,52,53,54
SNB-19,93,104,100,96,26,103&107
SF-295,99,100,97,105,-62*,95&83
SF-268,98,123,103,92,-2.4*,107&116
DU-145,109,118,79,104,12,118&125
SF-539,101,105,95,104,-78*,121&90
U251,91,109,97,96,-71*,100&102
PC-3,90,74,91,94,-40*,102&110
OVCAR-8,91,99,90,100,-19*,109&102

Given with tabs: 15 of the compounds above.
entry	mol	SNB-19	SF-295	SF-268	DU-145	SF-539	U251	PC-3	OVCAR-8
37	O=[N+]([O-])c1cccc(-c2csc(Nc3nc(-c4cccnc4)nc(C(Cl)(Cl)Cl)n3)n2)c1	100[3.3 µM]	94[3.3 µM]	94[3.3 µM]	109[3.3 µM]	97[3.3 µM]	98[3.3 µM]	90[3.3 µM]	102[3.3 µM]
38	O=C(NNC(=O)c1ccc2ccccc2c1)c1cccc(Br)c1	99	75	108	110	104	100	92	94
39	CSC1=NC2C(N(C)C(=O)N2c2ccccc2)N1/N=C/C=C/c1ccccc1 (stereo unspecified)	90	101	101	104	95	100	85	91
40	COc1ccc(-c2nc3ccc(-c4nnc(SCC(=O)Nc5ccc(C(C)=O)cc5)o4)cc3[nH]2)cc1OC	106	95	108	112	93	111	96	107
41	CC(=O)Nc1nc(C)c(C(=O)NNC(=S)NCc2ccccc2)s1	97	89	77	93	86	93	84	100
42	CCCN(CCC)CCCOC(=O)c1ccc(N)cc1	105	96	106	104	97	98	95	104
43	COc1ccc(-c2c3ccccc3c(OC(C)=O)c3cc(OC)ccc23)cc1	102	95	104	106	97	89	53	86
44	Cc1nc2ccccc2c(C(=O)O)c1O	93	·	110	127	98	103	104	102
45	CCOC(=O)c1c(Nc2ccccc2)nn2c(-c3ccc(Cl)cc3)ccnc12	72	78	77	79	72	81	81	81
46	O=S1(=O)OC2(CCCCC2)c2ccccc21	103	118	89	108	104	94	99	98
47	Oc1c(I)cc(I)cc1CNCCCN(Cc1ccccn1)Cc1ccccn1	2.7*	-84*	-27*	-46*	-88*	-13*	-55*	-11*
48	C1NNCC12CNNC2	98	114	111	122	121	107	106	103
49	COc1ccc2[nH]c(=O)c(C3C4=C(CC(C)(C)CC4=O)Nc4nc(N)nc(N)c43)cc2c1 (stereo unspecified)	93	99	98	109	101	91	90	91
50	O=C1C=C(O)c2ccccc2C1=O	104	100	123	118	105	109	74	99
51	CN(C)C(=O)OC/C=C/c1ccccc1	100	97	103	79	95	97	91	90

The listing continues:
(55) CN1CCN(c2ccc(-c3cnc4c(-c5csc6ccccc56)cnn4c3)cc2)CC1
(56) Nc1c(N=Nc2ccc(S(=O)(=O)O)cc2)cc(S(=O)(=O)O)c2ccc(N=Nc3ccc([N+](=O)[O-])cc3)c(O)c12
(57) N#CCCP(=O)(O)CCC#N
(58) Cc1cc(C(F)(F)F)ccc1C(=O)Nc1sc2c(c1C#N)CCC(=O)C2
(59) Nc1nc(N)sc(=S)n1
(60) CCOC(=O)C1=C(N)Oc2c(sc3c(C)cccc23)C1c1ccc(OC)cc1 (stereo unspecified)
Assay by compound,55,56,57,58,59,60
SNB-19,13,101,·,-3.0*,109,29
SF-295,-50*,108,95,-25*,·,19
SF-268,-16*,99,·,17,107,51
DU-145,9.2*,106,106,20,117,50
SF-539,-86*,105,102,-80*,103,15
U251,-87*,104,101,12,98,27
PC-3,-12*,88,85,4.6*,·,29
OVCAR-8,-29*,103,107,-9.2*,104,47

(61) COc1cc(-c2cc(/C=C3\C(=O)Nc4cc(Cl)ccc43)[nH]n2)cc(OC)c1OC
(62) CCOC(=O)C1=C(CC(O)c2ccc(OC)cc2OC)NC(=O)NC1c1ccccc1 (stereo unspecified)
(63) Nc1n[nH]c2cccc(C#Cc3cccc(NC(=O)c4cc(F)cc(C(F)(F)F)c4)c3)c12
(64) CCOC(=O)N/N=C/c1ccc(OC)c(OC)c1
(65) O=C(/C=C/c1ccc(Cl)cc1)c1ccc(Nc2ccnc3cc(Cl)ccc23)cc1
(66) Nc1nc2cc(Cl)c(Cl)cc2n2cc3ccccc3c12
Assay by compound,61,62,63,64,65,66
SNB-19,47,100,104,104,100,93
SF-295,33,109,81,101,9.5*,72
SF-268,57,109,74,127,164,87
DU-145,44,110,98,118,145,·
SF-539,49,95,44,112,122,96
U251,40,106,94,100,53,60
PC-3,4.7*,95,64,104,71,78
OVCAR-8,24,109,94,102,85,67

(67) OC(CC(c1ccccc1)c1cccc2ccccc12)(c1ccccc1)c1ccccc1 (stereo unspecified)
(68) Clc1ccc(C2SC=Cc3ccccc32)cc1 (stereo unspecified)
(69) COc1ccc(-c2nnc(COc3ccc(NS(=O)(=O)c4ccc(Cl)cc4)cc3F)o2)cc1
(70) COc1ccc(Cn2cc(C(=O)Nc3cccnc3Nc3ccc(Cl)cc3)nn2)cc1
Assay by compound,67,68,69,70
SNB-19,95&95,100,·,101
SF-295,81&80,96,66,95
SF-268,89&85,102,76,94
DU-145,103&108,100,79,107
SF-539,93&94,93,85,99
U251,88&90,·,79,93
PC-3,56&61,108,67,92
OVCAR-8,87&73,·,78,101
